# Screening results: PubChem, Fisher Drug Discovery Resource Center
# mcGAS lum: mouse cGAS inhibition by luminescence. inhibition, % at 12.5 µM. Q8C6L5. recombinant cGAS, Kinase-Glo ATP depletion luminescence. 160,000 compounds, 0.15% hits. AID 1259399;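 note: 0% = negative control wells and 100% = reference inhibitor with no enzyme activity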
# NPYLR7 ag: activates Aedes aegypti NPYLR7 receptor; HEK293T NPYLR7/Galpha15, GCaMP6s calcium fluorescence; activation, % at 10 µM; 270,000 compounds, 0.15% hits; AID 1259423; in the data active = activation above about 40%;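 note: 0% = vehicle and 100% = reference agonist at the receptor; some compounds past the cut are filed as inactive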
# hcGAS lum: blocks human cGAS activity | Q8N884 | recombinant h-cGAS, ATP depletion, Kinase-Glo luminescence | inhibition, % at 12.5 µM | 290,000 compounds, 0.081% hits | AID 1259398;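 note: 0% = vehicle reaction and 100% = reaction without DNA for no activity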
# Target sequence (Q8N884 whole entry, looked up): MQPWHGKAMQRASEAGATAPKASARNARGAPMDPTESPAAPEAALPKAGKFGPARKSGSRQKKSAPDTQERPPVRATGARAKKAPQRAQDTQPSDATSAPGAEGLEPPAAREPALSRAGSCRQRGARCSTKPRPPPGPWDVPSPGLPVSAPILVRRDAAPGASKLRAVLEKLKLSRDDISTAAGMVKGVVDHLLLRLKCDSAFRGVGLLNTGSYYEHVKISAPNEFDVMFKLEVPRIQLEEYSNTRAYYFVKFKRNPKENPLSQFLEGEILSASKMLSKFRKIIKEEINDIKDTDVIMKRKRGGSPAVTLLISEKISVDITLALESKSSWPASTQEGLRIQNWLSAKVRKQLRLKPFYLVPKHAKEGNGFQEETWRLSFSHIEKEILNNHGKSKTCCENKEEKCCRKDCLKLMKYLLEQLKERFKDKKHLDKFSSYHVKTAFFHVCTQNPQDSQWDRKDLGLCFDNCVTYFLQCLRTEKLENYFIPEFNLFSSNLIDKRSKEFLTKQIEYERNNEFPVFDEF
# Numbers without * were called inactive; x = not tested or not shown; & = joins results of further samples. Cut-off read from the data, not from the text of the source, unless noted: active = inhibition above about 40%; inactive = the rest.
# Order of values – mcGAS lum, NPYLR7 ag, hcGAS lum
> O=C1OC23CCC(CC2)N(C(=O)c2ncoc2-c2ccccc2)C3CN1Cc1ccccc1 (stereo not given)
 : -11, 18, -8
> CCC1(C)N=C(Nc2cccc(Cl)c2)OC1=O (stereo not given)
 : -2, -1, 3
> CCOc1ccccc1CN(CC)Cc1coc2ccccc2c1=O
 : x, 8, -5
> O=C(NC1(c2ccccc2)CCC1)C1=NOC(c2ccccc2)C1 (stereo not given)
 : x, 7, -11
> O=[N+]([O-])c1ccccc1OCCNCc1ccco1
 : x, -2, 7
> COc1ccc(S(=O)(=O)N2CCCC2CNC(=O)C(=O)NCCc2ccc(Cl)cc2)cc1 (stereo not given)
 : x, 8, -9
> O=C(NC1CC(=O)N(CCCc2ccccc2)C1)C1CCOCC1 (stereo not given)
 : -6, 1, 0
> COC1(OC)N=C(N)C2(C#N)C(c3ccc(OCc4ccccc4)cc3)C12C#N (stereo not given)
 : x, -4, -5
> CCCCc1nc(CN(C)C2CCCCC2S(C)(=O)=O)no1 (stereo not given)
 : x, 3, -4
> Cc1cc(C(=O)CCC(=O)N2CCN(c3ccccc3Cl)CC2)c(C)s1
 : x, 4, -10
> O=C1C(C(c2ccco2)N2CCN(c3ccccc3F)CC2)Sc2ncnn21 (stereo not given)
 : -7, 3, -6
> O=C(c1ccc(-c2ccccc2)[nH]1)N1CCC(O)(CO)CC1
 : -18, 15, -10
> C#CCN(C)C(=O)c1ccc(-c2cccc(C(F)(F)F)c2)s1
 : -8, 17, -9
> CC(=O)Nc1nc(SCC(=O)Nc2nccs2)[nH]c(=O)c1NC(=O)c1cccs1
 : -5, -2, -4
> Cc1ccc(-c2ccccc2CNC2CCCN(Cc3ccccn3)C2)o1 (stereo not given)
 : -2, x, 3
> COc1ccc(S(=O)(=O)c2cnc(SCC(=O)Nc3ccc(OC)cc3OC)[nH]c2=O)cc1
 : -7, -2, -3
> Cc1c(-c2cccc(Cl)c2)oc2ccc(Br)cc2c1=O
 : x, -2, -5
> CC(C)CCN(Cc1c(-c2ccccc2F)noc1N1CCOCC1)C(=O)c1ccc(Cl)cc1
 : -5, -4, 1
> N=C1c2ccccc2CN1c1cccc(S(=O)(=O)N2CCCC2)c1
 : x, 4, -3
> CCOC(=O)N1CCN(c2ccc(S(=O)(=O)Cc3ccc(Cl)cc3)nn2)CC1
 : -8, 0, -7
> Cc1ccc(-c2nc(CN(C)Cc3nonc3C)c(C)o2)s1
 : -3, -9, 1
> CCSCCC(NC1=CC(=O)CC(C)(C)C1)C(=O)O (stereo not given)
 : x, 0, 2
> C#CCOCC(O)CN(Cc1ccco1)Cc1cccn1C (stereo not given)
 : -4, 16, -5
> CN(Cc1ccccc1)S(=O)(=O)c1ccc(-c2nc(C#N)c(NCc3ccc(F)cc3)o2)cc1
 : -9, 1, -10
> CCOC(=O)C1CCCN(CC(=O)N2N=C(c3cc(C)ccc3C)CC2c2ccc(OC)cc2)C1 (stereo not given)
 : 1, -1, 4
> O=C(Nc1ccccc1)c1cc2n(n1)CCCN(C(=O)[C@H]1C[C@@H]3C=C[C@H]1C3)C2
 : -14, -4, -8
> Cc1cccc(Nc2ccncc2S(=O)(=O)NC(=O)NC(C)C)c1
 : x, 0&19&-10, -3&-6&-2
> CCN(CC1CCOC1)C(=O)Nc1ccn(CCc2ccncc2)n1 (stereo not given)
 : x, 8, -19
> COc1ccc(Nc2nccc(NCCO)n2)cc1
 : x, -10, -3
> O=C(Oc1ccc(-c2nnco2)cc1)C1=CC=CN2CCS(=O)(=O)N=C12
 : x, 4, 1

# Following part.
# Order of values – mcGAS lum, NPYLR7 ag, hcGAS lum
> COCCN=c1scc(-c2cc(OC)ccc2OC)n1N=Cc1c(O)ccc2ccccc12
 : -5, 5, -4
> COc1ccccc1-c1ccc(N2CCC(C(=O)Nc3cccc(C)n3)CC2)nn1
 : -5, -10, 0
> CC(=O)c1ccc(NC(=O)c2cn(C)c3c(=O)n(-c4ccccc4)c(=O)[nH]c23)cc1
 : x, 3, -5
> O=C(c1csc2nc(-c3ccc(C(F)(F)F)cc3)cn12)N1CCc2[nH]ncc2C1
 : -11, 1, -1
> Cc1nnc(C)c2c(C)n(-c3cccc(C(F)(F)F)c3)nc12
 : x, -10, -5
> O=C1NCCN(CC(c2ccccc2)c2ccccc2)C1CC(=O)N1CCCOCC1 (stereo not given)
 : -12, 6, 0
> Cc1cc(C)c(S(=O)(=O)N(Cc2ccsc2)Cc2ccccn2)c(C)c1
 : x, 18, 5
> O=C(NCCC12CC3CC(CC(C3)C1)C2)C12CC3CC(CC(C3)C1)C2
 : -7, 1, -9
> COC(C)c1ccc(-c2ccc(-c3nnc(C)o3)cc2)cc1 (stereo not given)
 : x, 13, -3
> COc1cccc(-c2csc3c(=O)[nH]c(N4CCCC(C(=O)NC5CCCCC5)C4)nc23)c1 (stereo not given)
 : x, -10, 1
> CCOC(=O)CC1CCCCN1Cc1cc(=O)n2nc(CC)sc2n1 (stereo not given)
 : -16, 1, -3
> CCOc1ccccc1NC(=O)c1cc(=O)c(OCC)cn1C
 : x, 3, -11
> O=C(CSc1nc(Cl)cc(N2CCN(C(c3ccccc3)c3ccccc3)CC2)n1)NCc1ccc2c(c1)OCO2
 : -4, 25, -3
> Cc1ccc(NC(=O)CSc2nnc(CCc3c(C)[nH]c(=O)n(C)c3=O)o2)cc1F
 : -7, -6, -5
> CNc1nc(C(=O)N2CCC(Cc3cccc(C(=O)O)c3)CC2)cs1
 : -1, 2, 0
> CC(CC(F)(F)F)C(=O)N1CCC(n2cnc3ccc(F)cc32)CC1 (stereo not given)
 : -6, 3, -6
> O=C(Nc1ccc(Oc2cccc3cccnc23)c(Cl)c1)c1cc(Cl)cc(I)c1O
 : -1, 17, -2
> O=C(c1cccc(N2CCNC2=O)c1)N1CCCC(CCc2ccc(F)cc2)C1 (stereo not given)
 : x, 3, -3
> O=C(NC1CC1)C1CCCN(C2CCN(C(=O)c3ccc4[nH]ccc4c3)CC2)C1 (stereo not given)
 : x, 25, -5
> O=C(Nc1ccccn1)c1cccc(S(=O)(=O)CC(F)(F)F)c1
 : x, 12, -4
> O=C(O)C1CN(S(=O)(=O)c2cccc(Oc3ccccc3)c2)CCN1 (stereo not given)
 : x, -1, -2
> COC(=O)CC1(C)NCCNC1=O (stereo not given)
 : x, -1, -4
> COc1ccc(OC)c(C2C(C#N)=C(C)NC3=C2C(=O)CC(C)(C)C3)c1 (stereo not given)
 : -6, 7, -3
> Cc1nc(-c2ccc(CNC(=O)COc3ccc(C#N)cc3)s2)cs1
 : x, -1, -1
> COc1cccc(C(=O)N2CCN(Cc3ccc4occc4c3)CC2)c1
 : -7, 1, -2
> CCOC(=O)C1(Cc2ccccc2)CCN(Cc2cnc(-c3ccc(OC)cc3)nc2)CC1
 : -7, 11, -3
> CC(c1ccc(S(N)(=O)=O)cc1)N(C)CCCc1ccccc1 (stereo not given)
 : -6, 11, -11
> COc1cccc(C(=O)Nc2c3c(nn2-c2cccc(C)c2C)CS(=O)C3)c1OC (stereo not given)
 : x, 0, -7
> Cc1cc(NC(=O)CCn2cnc3ccc(Cl)cc3c2=O)no1
 : -1, 2, -3
> O=S(=O)(c1ccc(Cl)cc1Cl)N1CCN(CCO)CC1
 : -8, -9, -3

# One compound at a time, as listed above. Values in the order: mcGAS lum | NPYLR7 ag | hcGAS lum
# CC(=O)c1ccc(NC(=O)c2cn(C)c3c(=O)n(-c4ccccc4)c(=O)[nH]c23)cc1 in the list: x | 3 | -5
# O=C(Nc1ccccc1)c1cc2n(n1)CCCN(C(=O)[C@H]1C[C@@H]3C=C[C@H]1C3)C2 in the list: -14 | -4 | -8
# O=C(NC1(c2ccccc2)CCC1)C1=NOC(c2ccccc2)C1 (stereo not given) in the list: x | 7 | -11

# The listing continues:
# Order of values – mcGAS lum, NPYLR7 ag, hcGAS lum
> CC(=O)Nc1ccc(-c2ccnc3c2CC(C(=O)Nc2ccccc2)O3)cc1 (stereo not given)
 : -4, -15, -3
> CCCCC(CC)C(=O)Nc1c(-c2ccccc2C)nc2cc(C)ccn12 (stereo not given)
 : -9, -3, -10
> CC(C)COC(=O)NCC12C=CC(O1)C1C(=O)N(Cc3ccccc3)C(=O)C12 (stereo not given)
 : x, -19, 2
> COc1ccc(S(=O)(=O)Nc2ccccc2C(=O)NCCc2ccc(F)cc2)c(OC)c1
 : 2, 2, -1
> CN(Cc1ccc2ccccc2c1)C(=O)COc1ccccc1F
 : x, 6, -3
> CCn1ccnc1CN(C)C(=O)CCc1nnc(CCC2CCCCC2)o1
 : -3, -4, 2
> COc1cc(C(=O)Nn2cnc3c(cnn3-c3ccc(C)cc3)c2=O)cc(OC)c1OC
 : x, -1, -8
> C=CCNC(=S)NC(=O)c1c(-c2c(F)cccc2Cl)noc1C
 : -9, 8, -4
> COc1ccccc1N1CCN(c2ccc(NC(=O)c3ccc(C(F)(F)F)cc3)cc2C(=O)NCC2CCCO2)CC1 (stereo not given)
 : -4, 17, -2
> Cc1cc(=O)c(OCc2ccccc2F)cn1CC(=O)N1CCN(c2ccccc2)CC1
 : -8, 1, -10
> CC(=O)N1CCCC(OCc2ccccc2C)C1 (stereo not given)
 : 1, -9, 1
> COCc1noc(CC2CCOC3(CCN(C(=O)NC4CCCCC4)CC3)C2)n1 (stereo not given)
 : -6, x, -14
> COc1ccc(-c2[nH]nc3c2C(c2cccs2)C(C#N)C(=N)O3)cc1 (stereo not given)
 : x, -3, -1
> N#Cc1ccccc1CSc1nnc(-c2ccccc2Cl)n1-c1ccc(Cl)c(Cl)c1
 : -9, x, -4
> Cc1cc(NC(=O)c2ccc(-c3ccccc3)cc2)n(-c2nc(C)c(C)c(=O)[nH]2)n1
 : 0, -4, -2
> COCc1cnc2c(c1SCC(=O)Nc1cccc(C)c1)c(=O)n(C)c(=O)n2C
 : -4, 5, -2
> CN1CCN(Cc2nc3c(c(=O)n(C)c(=O)n3C)n2Cc2ccc(Br)cc2)CC1
 : x, 0, -6
> COc1cc(NC(=O)Nc2ccc(N3CCN(c4ccccc4OC)CC3)c(C(=O)N3CCCC3)c2)cc(OC)c1
 : 0, -5, -2
> CC(=O)Nc1cccc(NC(=O)CSc2ccc(-c3ccc(-n4ccnc4)cc3)nn2)c1
 : 1, -11, 3
> CNC(=O)c1[nH]nc2c1C(c1sc3ccccc3c1C)CC(=O)N2 (stereo not given)
 : x, -2, 1
> CC(NS(=O)(=O)c1ccc(Br)cc1)C(=O)N(C)C (stereo not given)
 : -12, -1, -7
> CN(C(=O)Nc1cnn(CC(N)=O)c1)C(Cc1ccccn1)C(C)(C)C (stereo not given)
 : -15, 5&-2, -3&-10
> Cc1cnc(C2CCNC2)n1C(C)C (stereo not given)
 : 0, x, 6
> CC(=O)Nc1ccc(S(=O)(=O)Oc2ccc(CN(Cc3ccco3)C(=O)C3CCC3)cc2)cc1
 : -2, 7, 6
> Cc1cccc(-n2c(C)nn(CN3CCN(c4ccccc4O)CC3)c2=S)c1
 : x, 2, 2
> CCCOC(C)C(=O)N1CCc2c(nc[nH]c2=O)C1 (stereo not given)
 : -16, 1, -2
> CCc1noc(C)c1C(=O)NCc1cnn2ccccc12
 : -12, 7, -8
> Cn1ncc(N=Cc2c(O)ccc3ccccc23)c1C(=O)Nc1ccccc1
 : -7, -4, -5
> Cc1cccc(CNc2nc3cnc(-c4ccc(F)cc4)cc3n2C)c1
 : -6, 3, -4
> Cc1ccc(-n2ncc3c(C4CC4)nn(CC(=O)Nc4cccc(F)c4)c(=O)c32)cc1C
 : x, 6, -3

# Random excerpt: 4 records from the list
# Order of values – mcGAS lum, NPYLR7 ag, hcGAS lum
> CN(Cc1ccc2ccccc2c1)C(=O)COc1ccccc1F
 : x, 6, -3
> CN1CCN(Cc2nc3c(c(=O)n(C)c(=O)n3C)n2Cc2ccc(Br)cc2)CC1
 : x, 0, -6
> CCc1noc(C)c1C(=O)NCc1cnn2ccccc12
 : -12, 7, -8
> CCCCC(CC)C(=O)Nc1c(-c2ccccc2C)nc2cc(C)ccn12 (stereo not given)
 : -9, -3, -10

# The list continues.
# Order of values – mcGAS lum, NPYLR7 ag, hcGAS lum
> CCCCn1ccnc1C1CCCN(c2nnc(C(C)C)s2)C1 (stereo not given)
 : -7, x, -9
> CN1CCN(C2=NC(C(=O)Nc3ccccc3)CC(=O)N2)CC1 (stereo not given)
 : x, -3, -9
> CCc1cc(N2CCCC2)nc(SCc2ccc(C(=O)NCc3ccc4c(c3)OCO4)cc2)n1
 : -4, 5, -8
> NC(=O)CC1CCN(CC(=O)NCC(F)(F)F)CC1
 : x, 9, -6
> CCC(C)N1CCC(=O)N(CC(=O)c2[nH]c(C)c(C(C)=O)c2C)C1=O (stereo not given)
 : x, 1, -8
> O=C(c1ccc(OC2CCN(Cc3ccccn3)CC2)cc1)N1CCc2ccccc2C1
 : -16, 9, -5
> Cc1ccc(S(=O)(=O)NCCCN2CCOCC2)c(C)c1C
 : -6, 9, -8
> COc1ccc2[nH]c(CNC(C)CC(C)(C)OC)cc2c1 (stereo not given)
 : x, -3, -2
> CCC(C(=O)N1CCN(c2nc(C)nc(COC)c2Cc2ccc(OC)cc2)CC1)c1ccccc1 (stereo not given)
 : -4, -4, -1
> COc1cccc(C(=O)N2CCSC23CCN(C(=O)c2ccccc2OC)CC3)c1
 : -4, x, -4
> NC(=O)c1c(NC(=O)CCCC(=O)O)sc2c1CCCC2
 : x, 5, -3
> Cc1ccc(NC(=O)CSc2nc(=O)n(Cc3cccnc3)c3c2CCC3)cc1Cl
 : -8, -3, -9
> CN(C)c1nc(N)nc(COc2ccc(Cl)cc2Br)n1
 : x, -7, -1
> CC1CC1C(=O)N1CCC(N(C)Cc2cccc(C(F)(F)F)c2)CC1 (stereo not given)
 : x, 1, -3
> Cc1ccccc1C(=O)Nc1ccc(CN2CCCCC2C)cc1 (stereo not given)
 : x, 2, -10
> O=C(Nc1cccnc1N1CCN(C(=O)CCCOc2ccccc2)CC1)c1ccc2c(c1)OCO2
 : -5, -4, -1

# This is a random part of the collection, and some 0.29% of all compounds hit somewhere here.
